From PubChem BioAssay
Nrf2 ARE act – activates Nrf2 signaling | AREc32 ARE-luciferase reporter (MCF7-derived line), luminescence, 24 h | AID 624171 | actives 0.31% (n = 410,000) | Potency, µM (doses to about 46.1 µM), without a hit: top-dose activation, actives largely listed as activators; note: potency is the fitted concentration of half-maximal effect; % of control where 0% means no effect; nearly all actives have a fitted effect of over 65% in size
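AREc32 cells carrying an ARE-driven firefly luciferase reporter were seeded at 1000 cells/well in OPTI-MEM with 5% FBS, then exposed to compound for 24 hr at 37 deg C. Luminescence was read with Steady-Glo after 30 min at RT.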
EPAC2 antagonist – EPAC2 (human) antagonism. EPAC2 GEF exchange of Rap1B-BODIPY-GDP, fluorescence. actives 0.18% (n = 360,000). Q8WZA2. AID 720708. Potency, µM (top dose mostly 114 µM), for inactives: at the highest dose activity, negative = inhibition, hits mostly inhibitors; note: potency is the fitted concentration of half-maximal effect; % is set by controls: 0 for no effect and ±100 for the full control effect; nearly all actives have a fitted effect of over 45% in size; many of its hits are not listed in these tables
Target sequence (Q8WZA2 whole entry, looked up): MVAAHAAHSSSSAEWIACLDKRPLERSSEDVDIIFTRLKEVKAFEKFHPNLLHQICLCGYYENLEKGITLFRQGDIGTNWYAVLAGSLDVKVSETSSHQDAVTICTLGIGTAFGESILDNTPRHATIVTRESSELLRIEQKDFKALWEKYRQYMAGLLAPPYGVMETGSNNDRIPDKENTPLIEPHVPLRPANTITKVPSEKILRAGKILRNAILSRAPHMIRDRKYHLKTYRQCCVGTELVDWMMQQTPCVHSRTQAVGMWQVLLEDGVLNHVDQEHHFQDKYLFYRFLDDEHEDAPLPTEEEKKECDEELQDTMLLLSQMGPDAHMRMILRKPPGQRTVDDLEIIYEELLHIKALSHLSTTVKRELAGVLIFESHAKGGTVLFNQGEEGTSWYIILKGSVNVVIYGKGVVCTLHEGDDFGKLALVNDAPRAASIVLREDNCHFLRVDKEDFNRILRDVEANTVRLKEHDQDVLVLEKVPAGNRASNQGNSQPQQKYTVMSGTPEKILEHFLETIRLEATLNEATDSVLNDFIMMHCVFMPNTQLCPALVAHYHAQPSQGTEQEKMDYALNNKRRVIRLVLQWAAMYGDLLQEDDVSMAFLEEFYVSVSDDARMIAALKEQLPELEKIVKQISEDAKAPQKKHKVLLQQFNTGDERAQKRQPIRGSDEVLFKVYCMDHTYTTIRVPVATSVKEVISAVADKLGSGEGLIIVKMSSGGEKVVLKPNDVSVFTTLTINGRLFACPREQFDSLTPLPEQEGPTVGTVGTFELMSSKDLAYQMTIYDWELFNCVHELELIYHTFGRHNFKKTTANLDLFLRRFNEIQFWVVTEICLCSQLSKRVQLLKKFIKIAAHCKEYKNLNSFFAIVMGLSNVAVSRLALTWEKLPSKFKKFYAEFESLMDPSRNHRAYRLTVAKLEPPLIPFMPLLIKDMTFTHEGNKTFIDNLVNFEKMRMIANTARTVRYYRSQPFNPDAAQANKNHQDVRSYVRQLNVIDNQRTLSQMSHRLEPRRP
Akt phos inh – blocks phosphorylation of Akt. Neuro2A IGF-stimulated pAkt S473 HTRF, 20 min; hits give low values. activity change, % for hits at 50 µM. actives 0.32% (n = 360,000); in the data active = activity change below about -80%; inconclusive = mostly about -51% to -80%; note: % is set by controls: 0 for no effect and ±100 for the full control effect
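Neuro2A cells (4,500/well, DMEM with 0.5% FBS) were treated with compound at a single 50 µM final concentration, stimulated with 6 nM IGF for 20 min at 37 °C, and lysed. Phospho-Akt Ser473 was read by HTRF as 665/615 ratio ×10^4.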
A549 viability – kills or reduces viability of A549 cells in Nrf2 counter-screen. Potency, µM (series often up to 46 µM), for inactives: top-dose activity change, negative = cytotoxicity, hits mostly inhibitors. A549 ARE-Fluc cells, CellTiter-Fluor viability, 18-24 h. AID 504648. actives 0.16% (n = 390,000); note: potency is the fitted concentration of half-maximal effect; % is set by controls: 0 for no effect and ±100 for the full control effect
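A549 ARE-Fluc cells in 5% FBS OPTI-MEM, 5000 cells/well, rested 2 h then exposed to compounds in concentration-response for 18-24 h at 37 °C. Viability by CellTiter-Fluor fluorescence (Ex 405/Em 525) after 30 min; luciferase luminescence (BugLite, 15 min, RT) read afterwards.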
CCT chaperon mod – modulators of cytosolic chaperonin (CCT/TRiC) activity. purified chaperonin ATPase assay, HTRF ADP detection, 30 min. activity change, % (concentration not given with the values), hits read low. actives 0.3% (n = 360,000). AID 651819; in the data active = activity change below about -30%; note: % is set by controls: 0 for no effect and ±100 for the full control effect
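First, chaperonin was dispensed at 40 nM or 20 nM final depending on batch activity. Next, compounds were pinned at 76 uM and ATP added at 10 uM. After 30 min at 37 °C, ADP detection reagents ran 30 min at ambient temperature.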
TGFb inhibitor – inhibitors of TGF-b signaling | HepG2 CAGA-GFP TGF-b/SMAD3 reporter, GFP fluorescence, 18 h; TGF-beta stimulated, 500 pg/mL final | Potency, µM (titrated, usually from 46.1 µM), for inactives: at the highest dose activity, negative = inhibition, hits mostly inhibitors | actives 1.2% (n = 410,000); note: potency is the fitted concentration of half-maximal effect; % is set by controls: 0 for no effect and ±100 for the full control effect; nearly all actives have a fitted effect of over 65% in size
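Using HEPG2 CAGA-GFP reporter cells at 1000 cells/well, we pinned test compounds, stimulated with recombinant TGF-beta (500 pg/mL final) and measured total well GFP after 18 h.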
Nrf2 block – blocks Nrf2 signaling; A549 ARE-Fluc reporter, luciferase luminescence, 18-24 h; Potency, µM (doses to about 46 µM), for inactives: top-dose activity change, negative = inhibition, actives largely listed as inhibitors; actives 2.1% (n = 360,000); note: potency is the fitted concentration of half-maximal effect; % is set by controls: 0 for no effect and ±100 for the full control effect; nearly all actives have a fitted effect of over 60% in size
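Two sequential reads on A549 ARE_Fluc cells exposed to compound for 18-24 h: a CellTiter-Fluor fluorescence read for viability, then a luciferase luminescence read for Nrf2/ARE activity.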
Mm-Cpn inhibitor – blocks the Methanococcus maripaludis chaperonin Mm-Cpn; purified Mm-Cpn ATPase, ADP Transcreener TR-FRET; Potency, µM (titrated, usually from 76.9 µM), without a hit: at the highest dose activity, negative = inhibition, most hits filed as inhibitors; actives 0.031% (n = 330,000); note: potency is the fitted concentration of half-maximal effect; % is set by controls: 0 for no effect and ±100 for the full control effect; nearly all actives have a fitted effect of over 80% in size
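Eu-cryptate anti-ADP/ADP-d2 competition gives a ratio inversely related to ADP. Enzyme at 25 nM was pre-exposed to compound for 10 min, then given 10 uM ATP for 30 min, 37°C throughout.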
EPAC2 agonist – EPAC2 (human) agonism; Potency, µM (doses to about 154 µM), for the others: at the highest dose activation, hits mostly activators; actives 0.079% (n = 360,000); EPAC2 activation, biochemical qHTS; response scale: 100% = 6.5 mM cAMP response; Q8WZA2; note: potency is the fitted concentration of half-maximal effect; nearly all actives have a fitted effect of over 50% in size
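Each well held 100 nM EPAC2, 250 nM RAP1B-BODIPY-GDP and 50 uM GDP. Fluorescence, read at 5-min intervals to 30 min, was referenced to a 6.5 mM cAMP positive control.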
* = called active by the depositor; i = inactive; ? = inconclusive; . = not tested or not shown; & = joins results of further samples; [ ] = dose if it differs, or a comment. Unless noted, calls come from the whole dose curve; as a rule, active = well fitted curve in the direction sought with a large enough effect; inconclusive = small, poorly fitted or top-dose-only effect, or another doubt; inactive = no such curve, though single readings can be large; an effect the other way counts as inactive or inconclusive. Only part of the results is shown. The share of hits here may be higher or lower than overall.

SMILES	Nrf2 ARE act	EPAC2 antagonist	Akt phos inh	A549 viability	CCT chaperon mod	TGFb inhibitor	Nrf2 block	Mm-Cpn inhibitor	EPAC2 agonist
COc1cc(NC(=S)NCCSc2ccc(C)cc2)cc(OC)c1	0.1%	-3%	i	-5%	-3.9	-15%	0%	?	5%
COc1ccc(N2CCN(C(=O)COC(=O)CCOc3ccc(C)cc3)CC2)cc1	-0.1%	14%	i	1%	-3.7	5%	0%	-3%	-3%
CCCCOc1ccccc1NC(=O)C=C(C)C	-0.2%	-6%	.	9%	-4.8	2%	-4%	0%	10%
COc1cc(NC(=O)NCC2CCN(Cc3ccccc3Cl)CC2)cc(OC)c1OC	2.2%&5.4%	8%	i	7%&0%	0.2	-1%&22%	-8%&4%	1%	5%
COc1cccc(N(CC(=O)Nc2cccc(C(C)=O)c2)S(C)(=O)=O)c1	-0.1%	5%	i	-4%	-3.6	18%	-5%	2%	3%
COC(=O)c1sc(NC(=O)CC(C)C)c(C(=O)OC)c1C	0.5%	22%	i	12%	0.0	0%	.	-3%	9%
Cc1ccccc1OCC(O)Cn1c(NCc2ccccc2)nc2c1c(=O)[nH]c(=O)n2C (stereo not given)	9.2%	-5%	i	-10%	0.4	-1%	?	1%	0%
COc1cc(C(C[N+](=O)[O-])c2c(C)cc3ccccn23)ccc1O (stereo not given)	9.3%	-28%	i	-16%	-1.9	24%	?	1%	-1%
Cc1no[n+]([O-])c1COc1ccccc1/C=N/n1nnnc1N	?	2%	i	19%	0.8	?	-15%	1%	1%
CN1CCc2nc(SCC(=O)Nc3ccc(OC(F)(F)F)cc3)c(C#N)c(-c3cccs3)c2C1	3.2%	-9%	i	2%	1.8	-26%	2%	-4%	-21%
O=C(CSc1ncc2c(n1)-c1cc(Cl)ccc1N(Cc1ccccc1)S2(=O)=O)Nc1ccc(F)cc1F	4.4%	.	.	-3%	.	1%	-1%	.	.
Cn1nnnc1SCc1ccc(Cl)cc1	-1.2%	-1%	i	5%	-2.1	?	3%	-3%	0%
CCCCCOc1ccc(CSC(=N)N)cc1[N+](=O)[O-]	19%	-6%	i	-20%	2.4	?	.	0%	15%
COc1ccc(CCNS(=O)(=O)CCNC(=O)c2ccc3c(c2)OCO3)cc1OC	0.4%	-8%	i	-6%	-1.7	6%	4%	1%	6%
O=C1OC(/C(=C\Nc2cc(Cl)ccc2O)[N+](=O)[O-])c2ccccc21 (stereo not given)	11µM*	-5%	i	-8%	1.8	-12%	?	3%	-1%
Cc1cc(C)cc(C(=O)NCC(=O)OCc2c(C)noc2C)c1	-0.1%	-2%	i	-5%	-4.4	1%	2%	-19%	4%
Cc1cc(C)c2c(CC(=O)Nc3ccc(S(=O)(=O)N4CCCC(C)C4)cc3)coc2c1 (stereo not given)	2.5%	.	.	0%	.	?	-27%	.	.
CC1CCN(c2ccc(C(F)(F)F)cc2N)CC1	-0.2%	-6%	i	-14%	0.8	-5%	-11%	-1%	0%
COC(=O)/C(C#N)=C/c1c(Oc2cc(C)cc(C)c2)nc2c(C)cccn2c1=O	-0.2%	4%	i	0%	-1.4	-3%	7%	-17%	1%
Cc1ccc(-n2ncc3c(=O)[nH]c(SCC(=O)NCC4CCCO4)nc32)cc1 (stereo not given)	-1.0%	-3%	i	-4%	-6.6	6%	-6%	-1%	12%
CC(NC(=O)C(C)(C)C)C(c1cccs1)N1CCN(Cc2ccccc2)CC1 (stereo not given)	3.0%	-28%	i	5%	1.0	-1%	1%	-2%	1%
COCCN(Cc1cn(C)nc1-c1ccc(Oc2ccccc2)cc1)C(C)C	3.3%	6%	i	2%	-0.1	-14%	1%	-1%	-3%
O=C(CC1CCS(=O)(=O)C1)NC1CCCCC1 (stereo not given)	-1.2%	5%	i	7%	0.4	3%	5%	-1%	4%
Cc1cc2cc(CNC(=O)c3ccc4c(c3)OCO4)ccc2[nH]1	2.7%	-1%	i	-1%	-5.3	-3%	2%	-4%	14%
COc1ccc(NS(=O)(=O)c2ccc(NC(=O)CCNS(=O)(=O)c3ccc(C)cc3)cc2)cc1	5.3%	?	i	?	3.5	0%	?	1%	-1%
O=c1cc(CN2CCN(CCO)CC2)c2cc3c(cc2o1)CCC3	0.3%	3%	i	29%	0.1	1%	-5%	-2%	2%
CCOc1ccc(NS(=O)(=O)c2cc(C(=O)N3CCCC3)ccc2Cl)cc1	0.2%	4%	i	-2%	2.8	3%	-1%	1%	2%
O=C1CN(C(=O)c2ccccc2F)C(c2ccc(F)cc2)c2cc(Br)ccc2N1 (stereo not given)	0.4%	-24%	i	-7%	-1.2	5%	?	-19%	14%
O=C(Cc1ccccc1Cl)Nc1cccnc1	-0.3%	-3%	i	2%	-0.2	20%	6%	-3%	5%
CNc1snc(C)c1C(=O)OCC(=O)c1ccc(Cl)cc1	5.6%	1%	i	3%	-1.2	-12%	?	-1%	8%
Cc1c(C(=O)NCc2ccc3c(c2)OCCO3)sc(=O)n1Cc1ccccc1F	0.6%	10%	i	.	0.3	15%	.	.	7%
O=C(COC(=O)c1ccccc1)NC1CCCC1	-0.5%	4%	i	0%	-3.4	-2%	29%	1%	0%
COc1ccc(-n2ncc3c2CC(C)(C)CC3NC(=O)CCN2CCCC2=O)cc1 (stereo not given)	-0.1%	-1%	i	4%	-1.0	3%	-19%	-5%	2%
CCC1=NN2C(=N)/C(=C\c3cccn3-c3ccc(Br)cc3)C(=O)N=C2S1	-0.1%	-30%	i	-4%	-1.7	-12%	?	0%	8%
Clc1ccc(OCCn2ccnc2)c(Cl)c1	-0.7%	-2%	i	10%	-2.0	-2%	?	1%	6%
O=c1c(C=NCc2ccccc2)c(NCc2ccccc2)nc2ccccn12	?	-3%	i	-3%	-0.7	-6%	?	-5%	-8%
O=C(NCCc1ccccc1)C1CCN(c2nc3ccccc3nc2C(F)(F)F)CC1	0.3%	.	.	-6%	.	-22%	-8%	.	.
CCOC(=O)C(C)Sc1nnc(-c2ccccc2O)n1Cc1ccccc1 (stereo not given)	0.1%	5%	i	-2%	-0.7	-25%	20%	-1%	1%
CCc1c(C)c2cc(Cl)c(O)c(CN3CCCCC3)c2oc1=O	-0.1%	-1%	i	4%	-0.4	12%	5%	-7%	-3%
C[C@@H]1CN([C@H](C)CO)C(=O)CCCn2nncc2CO[C@H]1CN(C)C(=O)Nc1ccc2c(c1)OCO2	0.2%	5%	i	.	0.3	20%	.	.	1%

Ordered by number of heavy atoms (high to low): ten of the compounds above
SMILES	Nrf2 ARE act	EPAC2 antagonist	Akt phos inh	A549 viability	CCT chaperon mod	TGFb inhibitor	Nrf2 block	Mm-Cpn inhibitor	EPAC2 agonist
C[C@@H]1CN([C@H](C)CO)C(=O)CCCn2nncc2CO[C@H]1CN(C)C(=O)Nc1ccc2c(c1)OCO2	0.2%	5%	i	.	0.3	20%	.	.	1%
O=C(NCCc1ccccc1)C1CCN(c2nc3ccccc3nc2C(F)(F)F)CC1	0.3%	.	.	-6%	.	-22%	-8%	.	.
COc1ccc(-n2ncc3c2CC(C)(C)CC3NC(=O)CCN2CCCC2=O)cc1 (stereo not given)	-0.1%	-1%	i	4%	-1.0	3%	-19%	-5%	2%
O=C1CN(C(=O)c2ccccc2F)C(c2ccc(F)cc2)c2cc(Br)ccc2N1 (stereo not given)	0.4%	-24%	i	-7%	-1.2	5%	?	-19%	14%
O=c1c(C=NCc2ccccc2)c(NCc2ccccc2)nc2ccccn12	?	-3%	i	-3%	-0.7	-6%	?	-5%	-8%
CCC1=NN2C(=N)/C(=C\c3cccn3-c3ccc(Br)cc3)C(=O)N=C2S1	-0.1%	-30%	i	-4%	-1.7	-12%	?	0%	8%
CCc1c(C)c2cc(Cl)c(O)c(CN3CCCCC3)c2oc1=O	-0.1%	-1%	i	4%	-0.4	12%	5%	-7%	-3%
CNc1snc(C)c1C(=O)OCC(=O)c1ccc(Cl)cc1	5.6%	1%	i	3%	-1.2	-12%	?	-1%	8%
O=C(COC(=O)c1ccccc1)NC1CCCC1	-0.5%	4%	i	0%	-3.4	-2%	29%	1%	0%
O=C(Cc1ccccc1Cl)Nc1cccnc1	-0.3%	-3%	i	2%	-0.2	20%	6%	-3%	5%

(list continues)
SMILES	Nrf2 ARE act	EPAC2 antagonist	Akt phos inh	A549 viability	CCT chaperon mod	TGFb inhibitor	Nrf2 block	Mm-Cpn inhibitor	EPAC2 agonist
COc1cc(/C=N/n2c(-c3ccccc3)n[nH]c2=S)ccc1O	0.5%	8%	i	-1%	-0.9	10%	-2%	-2%	-1%
COc1ccc(-c2ccc(C(=O)NCCN(C)C)c3occc23)c(C)c1	1.5%	6%	i	.	-3.6	64%[activator]	.	.	14%
COc1cc(C)cc(OC)c1OCC(=O)Nc1cc(C)on1	-0.2%	6%	i	5%	-2.1	3%	-7%	0%	3%
Cc1cc(C)c(C(=O)N2CCCC(Nc3ccc(C)c(C)c3)C2)o1 (stereo not given)	1.1%	-4%	i	-1%	0.6	13%	1%	0%	0%
Cc1cnc(C(=O)Nc2ccc(F)cc2)cn1	-0.2%	3%[57.1 µM]	i	16%	-1.1	?	?	0%	1%
Cc1c(C(=O)N(Cc2ccccc2F)C2CCS(=O)(=O)C2)oc2ccccc12 (stereo not given)	0.4%	.	.	-7%	.	?	-23%	.	.
CCN1CCN(C(=S)Nc2cccc(C(F)(F)F)c2)CC1	6.0%	20%	i	0%	-2.7	3%	-1%	2%	1%
COC(=O)C(Cc1ccc(OC(=O)c2ccc(C)cc2)cc1)N1Cc2ccccc2C1=O (stereo not given)	8.2%	-22%	i	13%	-3.2	-11%	.	-1%	22%
